Compound activity from PubChem BioAssay.
GLS inh = glutaminase GLS (human) inhibition | actives 0.21% (n = 410,000) | Potency, µM (doses to about 45.5 µM), inactives show top-dose activity change, negative = inhibition, most hits filed as inhibitors | O94925 | GLS enzymatic activity, qHTS titration; note: % is set by controls: 0 for no effect and ±100 for the full control effect
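Read-out is an Amplex red fluorescence increase coupled through glutamate oxidase and HRP, measured before and after 30 min room-temperature incubation. hKGA is in 45 mM KH2PO4 (pH 8.2) with 0.02% Tween-20; glutamine added as 1mM solution.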
Tb PGK inh = inhibitors of T. brucei phosphoglycerate kinase; PGK/GAPDH coupled, Kinase-Glo luminescence, 60 min; Potency, µM (top dose mostly 57.5 µM), inactives show top-dose activity change, negative = inhibition, hits mostly inhibitors; actives 0.043% (n = 380,000); AID 602233; note: % is set by controls: 0 for no effect and ±100 for the full control effect; nearly all actives have a fitted effect of over 60% in size
Target sequence (P07378 whole entry, looked up): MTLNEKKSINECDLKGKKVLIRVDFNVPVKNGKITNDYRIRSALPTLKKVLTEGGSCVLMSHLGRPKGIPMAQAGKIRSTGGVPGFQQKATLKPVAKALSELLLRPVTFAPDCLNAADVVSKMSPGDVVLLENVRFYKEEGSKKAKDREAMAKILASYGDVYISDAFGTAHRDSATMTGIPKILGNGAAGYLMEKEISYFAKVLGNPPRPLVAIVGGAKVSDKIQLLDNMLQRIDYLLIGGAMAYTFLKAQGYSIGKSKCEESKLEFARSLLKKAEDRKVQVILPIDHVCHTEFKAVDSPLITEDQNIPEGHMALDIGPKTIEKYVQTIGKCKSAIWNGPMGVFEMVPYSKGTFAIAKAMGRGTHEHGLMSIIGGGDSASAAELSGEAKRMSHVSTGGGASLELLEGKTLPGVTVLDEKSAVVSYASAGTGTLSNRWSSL
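Recombinant glycosomal PGK reaction used 1,3-bisphosphoglycerate generated in-well by GAPDH (100nM final) in 100mM TEA pH 7.6, 5mM MgCl2, 0.01% Tween-20. After 60 minutes at room temperature, ATP was read by Kinase-Glo Plus luminescence end-point.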
JMJD2A Tudor inh = inhibitors of human JMJD2A Tudor domain | O75164 | AlphaScreen JMJD2A-Tudor / H3K4me3 peptide binding | Potency, µM (series often up to 114 µM), for the others: at the top dose activity change, negative = inhibition, most hits filed as inhibitors | actives 4.4% (n = 390,000); note: % is set by controls: 0 for no effect and ±100 for the full control effect; nearly all actives have a fitted effect of over 50% in size
Pol iota inh = inhibitors of human DNA polymerase iota; Q9UNA4; Pol iota fluorescent replication assay, 10 min; Potency, µM (top dose mostly 115 µM), for the others: at the highest dose activity, negative = inhibition, usual class: inhibitors; actives 1% (n = 390,000); AID 588590
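Fluorescent replication assay read twice, at 0 min and 10 min after adding 50 nM (final) substrate. Enzyme (10 nM) and compounds were first incubated 15 min at room temperature; enzyme-free buffer wells were negative controls.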
BLM inh = blocks DNA unwinding by human BLM helicase; recombinant BLM DNA unwinding, fluorescence dequenching; Potency, µM (top dose mostly 56.1 µM), for inactives: at the highest dose activity change, negative = inhibition, usual class: inhibitors; actives 0.2% (n = 350,000);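 note: plate controls were vehicle for no effect and no enzyme for full effect; nearly all actives have a fitted effect of over 35% in size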
Pin1 inh = human Pin1 inhibition | Potency, µM (top dose mostly 115 µM), for inactives: at the highest dose activity, negative = inhibition, actives largely listed as inhibitors | Q13526 | actives 0.009% (n = 390,000) | Pin1 FP peptide displacement, HiFluor488, 10 min; active = well fitted inhibition curve with a large enough effect in the polarisation, with a control signal flat, not every such curve was filed as active; inconclusive = small, poorly fitted or top-dose-only effect, or effect the other way, or a change in a side signal; inactive = no such curve, though single readings can be large or run the other way; the % refers to the polarisation; note: % is set by controls: 0 for no effect and ±100 for the full control effect
BAZ2B inh = blocks human BAZ2B. AlphaScreen BAZ2B-H3K14Ac peptide displacement. Potency, µM (doses to about 114 µM), for inactives: top-dose activity change, negative = inhibition, most hits filed as inhibitors. actives 4.4% (n = 360,000). Q9UIF8; note: % is set by controls: 0 for no effect and ±100 for the full control effect; nearly all actives have a fitted effect of over 60% in size
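BAZ2B 50 nM plus b-H3(5-23)K14Ac 50 nM, PBS pH 7.4/0.01% Tween-20, 30 min RT; compound added (max 110 uM), 30 min RT; streptavidin donor/Ni-chelate acceptor beads 10 ug/mL final, 20 min dark; AlphaScreen read.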
G9a block = inhibitors of human histone lysine methyltransferase G9a; Q96KQ7; G9a H3K9 monomethylation, AlphaScreen, 2 h; Potency, µM (doses to about 102 µM), for inactives: at the top dose activity, negative = inhibition, most hits filed as inhibitors; actives 8.8% (n = 350,000); AID 504332; note: % is set by controls: 0 for no effect and ±100 for the full control effect; nearly all actives have a fitted effect of over 75% in size
Target sequence (Q96KQ7 913-1193 limits assumed): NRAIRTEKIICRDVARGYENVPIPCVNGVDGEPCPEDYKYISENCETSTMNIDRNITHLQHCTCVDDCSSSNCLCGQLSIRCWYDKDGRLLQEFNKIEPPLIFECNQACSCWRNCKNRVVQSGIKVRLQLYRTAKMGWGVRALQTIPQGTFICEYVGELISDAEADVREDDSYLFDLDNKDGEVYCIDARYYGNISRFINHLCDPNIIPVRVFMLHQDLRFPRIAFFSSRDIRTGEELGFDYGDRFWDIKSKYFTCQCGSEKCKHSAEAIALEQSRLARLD
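Chemiluminescent proximity detection of H3K9 monomethylation, read after 10 min bead incubation in the dark. Reaction: 20 nM G9a, 500 nM biotin-H3K9 peptide, 20 uM SAM cofactor, 2 h, room temperature, following 15 min enzyme-compound preincubation.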
HP1b binding inh = inhibitors of HP1-beta chromodomain binding to methylated histone tails | P83916 | AlphaScreen HP1-beta / biotin-H3K9me3 peptide binding | Potency, µM (highest dose often 114 µM), for the others: top-dose activity change, negative = inhibition, hits mostly inhibitors | actives 0.56% (n = 390,000) | AID 540317; note: nearly all actives have a fitted effect of over 70% in size; inactives centre near 23
Target sequence (P83916 whole entry, looked up): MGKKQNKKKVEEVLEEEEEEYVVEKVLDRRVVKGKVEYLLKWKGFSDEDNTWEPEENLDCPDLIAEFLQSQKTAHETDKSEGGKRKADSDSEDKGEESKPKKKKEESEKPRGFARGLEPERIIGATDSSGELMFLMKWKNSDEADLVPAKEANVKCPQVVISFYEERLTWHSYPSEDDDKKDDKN
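AlphaScreen: HP1-beta (50 nM) preformed 30 min with biotin-H3(1-18)K9me3 peptide (50 nM) in PBS pH 7.4, 0.01% Tween-20. Compound added for 30 min at RT, then streptavidin donor/nickel chelate acceptor beads (10 ug/mL) for 30 min.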
* = called active by the depositor; i = inactive; ? = inconclusive; nt = no result given; & = joins results of further samples; [ ] = another dose, or the depositor's remark. Unless noted, calls come from the whole dose curve; as a rule, active = well fitted curve in the direction sought with a large enough effect; inconclusive = small, poorly fitted or top-dose-only effect, or another doubt; inactive = no such curve, though single readings can be large; an effect the other way counts as inactive or inconclusive. Potency is the fitted concentration of half-maximal effect. Only part of the results is shown; count on the stated rates, not on these rows.

Molecule	BAZ2B inh	JMJD2A Tudor inh	GLS inh	Pin1 inh	Pol iota inh	G9a block	HP1b binding inh	BLM inh	Tb PGK inh
COc1ccc(/C=C(/NC(=O)c2ccccc2)C(=O)N/N=C/c2cccs2)cc1OC	3%	-14%	2%	-4%	10%	-3%[59 µM]	9%	0%	3%
CCOc1ccc2c(c1)n(CO)c(=S)n2CO	0%	79µM*	-1%	1%	13%	2.2µM*	6%	1%	3%
COC(=O)c1ccc(N2C(=O)CC(Sc3n[nH]c(C)n3)C2=O)cc1 (stereo unspecified)	0%	-3%[11.4 µM]	-20%	0%	-18%	2µM*	0%	-4%	6%
CCOC(=O)c1sc(NC(=O)c2cc3ccccc3o2)nc1C	-5%	-14%	6%	5%	86%[activator]	-3%	40%[activator]	-4%	i
Cc1nnc(SCC(=O)O)s1	-23%	-12%	0%	-2%	135%[activator]	10%[12.7 µM]	30%	-9%	1%
CCOC(=O)N1CCC(NC(=O)CCc2c(C)nc3c(c(C)nn3C(C)(C)C)c2C)CC1	10%	-9%	6%	-3%	-5%	2%[59 µM]	24%	-1%	-5%
COc1ccc(-n2cc(-c3ccccc3)c3c(NC4CCCC4)ncnc32)cc1	?	?	-3%	?	7%	-44%[59 µM]	11%	-9%	3%
CC(=O)Nc1nonc1-c1nc2ccccc2n1Cc1ccccc1Br	-5%	0%	-6%	41%[activator]	33%[activator]	7%[59 µM]	32%	-3%	nt
Cc1ccc(SCC(=O)Nc2cccc(C)c2)cc1	0%	14%	-1%	12%	-13%	nt	60%[activator]	0%	5%
O=C(CCn1c(=O)oc2ccccc21)Nc1ccccc1	3%	-16%	6%	6%	2%	35µM*	9%	0%	-4%
Cc1noc(/C=C/c2nn(C)cc2Cl)c1[N+](=O)[O-]	-29%	-19%	?	2%	29%	-3%	7%	-4%	-5%
Cc1ccc(-n2c(SCC(=O)Nc3ncc(Cl)cc3Cl)nc3ccccc32)cc1	4%	-24%	7%	26%	7%	-97%[59 µM]	13%	-12%	0%
CCC(=O)N1CCc2cc(Br)cc(S(=O)(=O)N3CCCC(C(=O)NCc4ccc(C)cc4)C3)c21 (stereo unspecified)	0%	-6%	-9%	18%	4%	-22%[59 µM]	18%	-5%	i
O=S1(=O)N=C(N2CCCc3ccccc32)c2ccccc21	4%	-4%	7%	6%	-2%	21%[59 µM]	21%	-7%	0%
COc1cccc(NC(=O)CCNS(=O)(=O)c2ccc3c(c2)oc(=O)n3C)c1	-2%&-3%	-3%&-14%	-1%&2%	5%&10%	10%&38%	1%[0.0925 µM]	20%&24%	2%&-4%	6%
Cc1nnc2sc(SCC(=O)N3CCCCC3)nn2c1=O	-7%	-10%	1%	-5%	3%	37%	43%[activator]	0%	0%
N#CC1=C(N)Oc2n[nH]c(-c3cccs3)c2C1c1cccnc1 (stereo unspecified)	-11%	-9%	13%	4%	?	?	40%[activator]	-3%	-5%
CC(C)NC(=S)n1cc(C(=O)c2cc(Cl)cc(Cl)c2O)cn1	-12%	?	8%	9%	26%	-24%	-22%	-5%	-12%
CC(=O)C[C@H](O)CC(=O)[C@@H]1OC(=O)CCCCC/C=C/Cc2ccccc21	nt	-11%	13%	0%	0%	nt	38%[activator]	nt	3%
COc1ccc(N2CCN(C(=O)COc3ccccc3)CC2)cc1	-13%	-28%	0%	-3%	39%[activator]	45µM*	13%	0%	-1%
CCN1C(=O)/C(=C2/Sc3ccccc3N2CCCS(=O)(=O)O)SC1=S	-30%&-21%	-16%[57.1 µM]	18%&-1%	29%&18%	?	40µM*	0%&24%	0%&-5%	-4%&-3%
CCCCCNC(=O)C1CC(=O)OC12CCCCC2 (stereo unspecified)	13%	-6%	4%	-6%	79%[activator]	-3%	40%[activator]	-4%	4%
CC(C)(C)n1nnnc1C(c1ccc2ncccc2c1)N1CCC(O)CC1 (stereo unspecified)	-6%	-14%	-6%	7%	124%[activator]	4%[59 µM]	31%	-5%	i
Cc1nonc1C1CCCN1C(=O)c1cc(COc2ccc(F)cc2Cl)on1 (stereo unspecified)	12%	17%	-1%	-4%	7%	-4%[0.501 µM]	62%[activator]	-13%	-1%
O=C1C=C(N2CCN(C3=CC(=O)CCC3)CC2)CCC1	-27%	-15%[57.1 µM]	0%	-4%	-10%	?	57%[activator]	-3%	-6%
Cc1ccc(OCC(=O)Nc2ccc3nc(SCC(=O)N4CCCC4)sc3c2)cc1	?	-8%	-17%	-7%	22%	-4%[59 µM]	37%	-6%	-7%
Cc1ccnc(NC(=O)c2ccc3c(c2)S(=O)(=O)c2ccccc2C3=O)c1	-14%	-2%	13%	7%	67%[activator]	?	30%	-4%	-16%
CCOC(=O)c1nn(-c2ccc(F)cc2)c(-c2ccccc2)c1C(=O)c1ccccc1	1%	-15%	4%	-8%	-9%	0%[0.0925 µM]	2%	-13%	-8%
CCCCCc1nc2ccccc2c(=O)n1N	-14%	-25%[11.4 µM]	-8%	1%	-11%	7%	43%	0%	-10%
CCC(=O)c1ccc(OCC(=O)OCC(=O)NCC2CCCO2)cc1 (stereo unspecified)	1%	-8%	1%	1%	0%	18%	44%[activator]	0%	1%

Part of the list above, showing only G9a block and BAZ2B inh.
Compound | G9a block | BAZ2B inh
CCN1C(=O)/C(=C2/Sc3ccccc3N2CCCS(=O)(=O)O)SC1=S | 40µM* | -30%&-21%
CCCCCNC(=O)C1CC(=O)OC12CCCCC2 (stereo unspecified) | -3% | 13%
CC(C)(C)n1nnnc1C(c1ccc2ncccc2c1)N1CCC(O)CC1 (stereo unspecified) | 4%[59 µM] | -6%
Cc1nonc1C1CCCN1C(=O)c1cc(COc2ccc(F)cc2Cl)on1 (stereo unspecified) | -4%[0.501 µM] | 12%

Later entries.
Molecule	BAZ2B inh	JMJD2A Tudor inh	GLS inh	Pin1 inh	Pol iota inh	G9a block	HP1b binding inh	BLM inh	Tb PGK inh
Cc1oc2c(CN3CCOCC3)c(O)ccc2c(=O)c1-c1ccccc1	-6%	0%	11%	6%	14%	5%	20%	2%	i
O=C(O)c1ccccc1-c1ccccc1C(=O)NCCc1ccccc1	-17%	-7%	0%	-1%	11%	16%	18%	-2%	-11%
O=C(CSCCOc1ccccc1)NCc1ccncc1	-13%	9%	-3%	-3%	-30%[58.9 µM]	0%	35%	-7%	i
Cc1cc2nc3n(c2cc1C)CC1CC(C(=O)NCCC(C)C)N(C)C31 (stereo unspecified)	-9%	-8%	5%	34%[activator]	9%	5%[12.7 µM]	30%	nt	-6%
CCc1cccc(NC(=O)C(NS(=O)(=O)c2ccc3nc(C)sc3c2)C(C)C)c1 (stereo unspecified)	5%	-2%	-5%	-1%	34%[activator]	-1%[59 µM]	38%	-2%	-1%
CC(C)(C)NC(=O)NC(=O)COC(=O)c1c(F)cccc1Cl	-2%	-13%	0%	0%	146%[activator]	-13%[0.0925 µM]	6%	-3%	-10%
COC(=O)CN1C(=O)CSc2ccc(S(=O)(=O)Nc3ccc(Cl)cc3C)cc21	-23%	-12%	3%	-1%	37%[activator]	?	55%[activator]	0%	i
CNC(=O)COC(=O)c1ccc(Cl)c(S(N)(=O)=O)c1	-6%	9%	-5%	1%	51%[activator]	17%	40%[activator]	3%	i
COc1cccc(C(=O)N2CCC(c3nc4ccccc4s3)CC2)c1	-2%	0%	3%	-3%	24%	10%[59 µM]	41%[activator]	-1%	-3%
CCC(C)CNC(=O)c1cccc(OC2CCN(CC(C)(C)C)CC2)c1 (stereo unspecified)	nt	3%	-5%	-7%	21%	nt	34%	nt	-16%
O=C1/C(=C/c2cccs2)SC(=S)N1CCC(=O)N1CCCCC1CCO (stereo unspecified)	22µM*	?	-4%	12%	10%	50µM*	6%	-2%	-7%
Cc1c(CC(=O)Nc2ccc(Cl)cc2)sc2ccc(Cl)cc12	-1%	8%	-7%	1%	30%	5%	37%[activator]	-2%	3%
COc1ccc(CC(=O)Nc2cccc(SC)c2)cc1	5%	-2%	-3%	-1%	-16%	19%[59 µM]	41%	-2%	-9%
COc1ccc(CCNC(=O)c2cc3c(C)nccc3[nH]c2=O)cc1OC	?	-4%	1%	3%	7%	-16%	25%	6%	i
CCC(CC)c1nc(C#N)c(NC(C)c2ccccc2)o1 (stereo unspecified)	?	-14%	0%	7%	5%	?	18%	-7%	i
O=C(NCc1ccccn1)c1cccc(S(=O)(=O)Nc2ccc(F)cc2)c1	13%	-22%	7%	2%	4%	-3%	14%	nt	-3%
O=c1cc(C(F)(F)F)nc(SC/C=C/c2ccccc2)[nH]1	-21%	1%	9%	-5%	-5%	?	20%[57 µM]	-5%	6%
CCOC(=O)c1c(NC(=O)C2C3CCC(O3)C2C(=O)O)sc2c1CCC(CC)C2 (stereo unspecified)	?	-26%	0%	0%	19%	?	18%	-4%	-5%
COCCNC(=O)C(c1ccc(Cl)cc1)N(Cc1ccco1)C(=O)CCC(=O)Nc1ccccn1 (stereo unspecified)	-7%	-15%	2%	4%	157%[activator]	-5%	0%	0%	9%
CC(C)CCN(CC(=O)NC(C)(C)C)C(=O)C(=O)Nc1ccc2c(c1)OCCO2	-14%	-1%	0%	-4%	45%	nt	69%[activator]	-1%	-5%
COc1ccc(CNC(=O)CN(Cc2ccco2)C(=O)CNS(=O)(=O)c2ccccc2)cc1	-8%	-15%	-2%	0%	118%[activator]	-1%	37%[activator]	-3%	-4%
Cn1c(C(=O)NCc2ccc(F)cc2)cc2c(=O)n(C)c3ccccc3c21	-27%	-10%	5%	2%	25%	-3%[59 µM]	38%	-5%	i
CC(c1ccc(F)cc1)n1cc(C(=O)NCc2ccccn2)nn1 (stereo unspecified)	-1%	-7%	0%	-12%	?	8%	60%[activator]	2%	nt
